PI4K2A inh: blocks human PI4K2A kinase activity | Q9BTU6 | purified PI4K2A, ADP-Glo luminescence, 1 h; active compounds read low | activity change, negative = inhibition, % at 76.9 µM | 0.13% of 420,000 active; in the data active = activity change below about -50%; inconclusive = mostly about -30% to -49%;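 note: -100% = wells without enzyme as full effect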
Target sequence (Q9BTU6 whole entry, looked up): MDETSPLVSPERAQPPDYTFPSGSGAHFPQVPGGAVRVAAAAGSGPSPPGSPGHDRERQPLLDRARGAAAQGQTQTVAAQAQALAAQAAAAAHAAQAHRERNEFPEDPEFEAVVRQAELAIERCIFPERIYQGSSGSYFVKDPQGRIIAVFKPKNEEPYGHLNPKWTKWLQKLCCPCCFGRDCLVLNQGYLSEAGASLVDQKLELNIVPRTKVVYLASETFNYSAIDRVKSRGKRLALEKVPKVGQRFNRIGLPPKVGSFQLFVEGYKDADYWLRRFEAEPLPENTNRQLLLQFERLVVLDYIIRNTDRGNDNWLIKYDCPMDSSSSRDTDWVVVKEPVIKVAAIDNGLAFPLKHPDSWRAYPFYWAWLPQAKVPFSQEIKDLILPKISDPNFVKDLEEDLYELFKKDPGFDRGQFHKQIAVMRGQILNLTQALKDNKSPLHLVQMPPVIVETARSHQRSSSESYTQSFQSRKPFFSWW
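Compounds are screened against recombinant PI4K2A using PI as substrate and ATP, the latter dispensed at 300 microM. Reactions run one hour at ambient temperature before ADP-Glo detection; full inhibition defined by wells lacking enzyme.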
BAZ2B inh: BAZ2B (human) inhibition; Q9UIF8; Potency, µM (titrated, usually from 114 µM), for inactives: at the highest dose activity change, negative = inhibition, usual class: inhibitors; 4.4% of 360,000 active; AID 504333; AlphaScreen BAZ2B-H3K14Ac peptide displacement; note: potency is the fitted concentration of half-maximal effect; % is set by controls: 0 for no effect and ±100 for the full control effect; nearly all actives have a fitted effect of over 60% in size
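BAZ2B 50 nM plus b-H3(5-23)K14Ac 50 nM, PBS pH 7.4/0.01% Tween-20, 30 min RT; compound added (max 110 uM), 30 min RT; streptavidin donor/Ni-chelate acceptor beads 10 ug/mL final, 20 min dark; AlphaScreen read.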
RGS4 inh: human RGS4 inhibition; Potency, µM (titrated, usually from 114 µM), inactives show at the top dose activity change, negative = inhibition, usual class: inhibitors; 0.039% of 390,000 active; Transcreener GDP fluorescence polarization, RGS4-accelerated GTP hydrolysis; AID 504845; P49798; note: potency is the fitted concentration of half-maximal effect; % is set by controls: 0 for no effect and ±100 for the full control effect; nearly all actives have a fitted effect of over 75% in size; some results filed as inactive show a strong effect at the top dose
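MLSMR compounds (23 nl, pin-transferred) preincubated 10 min at room temperature with a 500nM (2x) first reagent, then RGS4 at 900nM (2x) plus Transcreener GDP mix added; fluorescence polarization (620/688 nm) read before and after 90 min at 30 °C.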
JMJD2A Tudor: blocks the human JMJD2A Tudor domain. O75164. AlphaScreen JMJD2A-Tudor / H3K4me3 peptide binding. Potency, µM (highest dose often 114 µM), for the others: at the highest dose activity change, negative = inhibition, hits mostly inhibitors. 4.4% of 390,000 active; note: potency is the fitted concentration of half-maximal effect; % is set by controls: 0 for no effect and ±100 for the full control effect; nearly all actives have a fitted effect of over 50% in size
ERG-DNA inh: ERG Ets/DNA interaction inhibition; P11308; fluorescence polarization, His-ERG Ets domain / labelled DNA; Potency, µM (doses to about 76.9 µM), inactives show top-dose FP activity, negative = inhibition, hits mostly inhibitors; 0.028% of 370,000 active; active = well fitted inhibition curve with a large enough effect in the polarisation, with a control signal flat; inconclusive = small, poorly fitted or top-dose-only effect, or effect the other way, or a change in a side signal; inactive = no such curve, though single readings can be large or run the other way; the % refers to the polarisation;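 note: polarization taken with two DNA probes labelled with fluorescein and Texas red; potency is the fitted concentration of half-maximal effect; % of control where 0% means no effect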
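His-tagged ERG Ets domain (1 uM in the protein solution; 300mM KCl, 50mM Tris-HCl, 1mM EDTA, 1mM DTT, pH 7.5) received compound, then a probe mix of 5 nM fluorescein-DNA and 100nM Texas-615-DNA. Fluorescence polarization was read for both dyes.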
GLS inhibitor: blocks human kidney-isoform glutaminase activity; 0.21% of 410,000 active; GLS enzymatic activity, qHTS titration; Potency, µM (titrated, usually from 45.5 µM), for inactives: at the top dose activity change, negative = inhibition, actives largely listed as inhibitors; note: potency is the fitted concentration of half-maximal effect; % is set by controls: 0 for no effect and ±100 for the full control effect
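Compounds were pin-transferred onto hKGA, after which L-glutamine (1 mM solution) and a detection mix of glutamate oxidase, HRP and Amplex Red were added. Initial and 30 min RT fluorescence reads were collected.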
HP1b chromo inh: inhibitors of HP1-beta chromodomain binding to methylated histone tails. P83916. AlphaScreen HP1-beta / biotin-H3K9me3 peptide binding. Potency, µM (doses to about 114 µM), for the others: top-dose activity change, negative = inhibition, actives largely listed as inhibitors. 0.56% of 390,000 active; note: potency is the fitted concentration of half-maximal effect; nearly all actives have a fitted effect of over 70% in size; inactives centre near 23
Target sequence (P83916 whole entry, looked up): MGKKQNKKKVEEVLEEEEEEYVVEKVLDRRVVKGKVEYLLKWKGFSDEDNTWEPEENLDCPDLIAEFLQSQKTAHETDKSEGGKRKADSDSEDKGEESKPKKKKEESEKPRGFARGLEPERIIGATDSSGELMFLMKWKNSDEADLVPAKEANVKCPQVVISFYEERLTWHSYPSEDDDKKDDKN
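HP1-beta protein (50 nM final) preincubated 30 min at room temperature with biotinylated H3(1-18)K9me3 peptide (50 nM) in PBS pH 7.4, 0.01% Tween-20, then compound added for 30 min. AlphaScreen streptavidin donor/nickel chelate acceptor beads (10 ug/mL final), 30 min dark, luminescence read.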
12-LOX inh: blocks human arachidonate 12S-lipoxygenase; purified 12hLO, xylenol orange hydroperoxide absorbance; P18054; Potency, µM (top dose mostly 108 µM), inactives show at the highest dose activity change, negative = inhibition, most hits filed as inhibitors; 1.1% of 580,000 active; note: potency is the fitted concentration of half-maximal effect; % is set by controls: 0 for no effect and ±100 for the full control effect
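Purified human 12hLO at 150 nM in 25 mM Hepes, 0.01% Triton X-100, pH 7.0, preincubated 15 min at room temperature with compound. Reaction started with 40 uM arachidonic acid, 30 min at room temperature. Hydroperoxide measured by Fe-xylenol orange, 573/405 nm absorbance ratio.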
G9a inh: G9a (human) methyltransferase inhibition; Q96KQ7; G9a H3K9 monomethylation, AlphaScreen, 2 h; Potency, µM (highest dose often 102 µM), without a hit: top-dose activity, negative = inhibition, actives largely listed as inhibitors; 8.8% of 350,000 active; AID 504332; note: potency is the fitted concentration of half-maximal effect; % is set by controls: 0 for no effect and ±100 for the full control effect; nearly all actives have a fitted effect of over 75% in size
Target sequence (Q96KQ7 913-1193 limits assumed): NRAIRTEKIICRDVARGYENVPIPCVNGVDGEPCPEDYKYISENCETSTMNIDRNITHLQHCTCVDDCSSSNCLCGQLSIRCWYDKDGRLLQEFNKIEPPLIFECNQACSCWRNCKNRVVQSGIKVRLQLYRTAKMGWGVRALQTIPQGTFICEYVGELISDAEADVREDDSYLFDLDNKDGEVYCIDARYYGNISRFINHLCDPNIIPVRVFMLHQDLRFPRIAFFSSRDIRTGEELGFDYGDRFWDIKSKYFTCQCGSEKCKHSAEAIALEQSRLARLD
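Chemiluminescent proximity detection of H3K9 monomethylation, read after 10 min bead incubation in the dark. Reaction: 20 nM G9a, 500 nM biotin-H3K9 peptide, 20 uM SAM cofactor, 2 h, room temperature, following 15 min enzyme-compound preincubation.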
Starred values were filed as active, the others as inactive; ? = inconclusive; nt = not tested or not shown; [ ] = another dose, or the depositor's remark. Unless noted, calls come from the whole dose curve; as a rule, active = well fitted curve in the direction sought with a large enough effect; inconclusive = small, poorly fitted or top-dose-only effect, or another doubt; inactive = no such curve, though single readings can be large; an effect the other way counts as inactive or inconclusive. Some of the compounds tested; count on the stated rates, not on these rows.

SMILES	PI4K2A inh	BAZ2B inh	RGS4 inh	JMJD2A Tudor	ERG-DNA inh	GLS inhibitor	HP1b chromo inh	12-LOX inh	G9a inh
CCO[C@H]1OC(C(=O)N2CCN(Cc3ccc4c(c3)OCO4)CC2)=C[C@@H](c2ccc3c(c2)OCO3)[C@@H]1CCCO	0	-27%	-22%	-31%	-11%	-8%	20%	?	nt
O=C(N/N=C/c1ccco1)C1COc2ccccc2O1 (stereo unspecified)	1	-24%	24%	-10%	-5%	4%	24%	-11%	29%[59 µM]
CC(OC(=O)Cc1coc2cc3c(cc12)CCC3)C(=O)NCc1ccc2c(c1)OCO2 (stereo unspecified)	4	-7%	-6%	9%	10%	-6%	21%	18%	?
CC(C)(C)SCCNS(=O)(=O)c1ccc(Cl)cc1	-5	-1%	?	18µM*	0%	16%	-14%	-37%	36%[12.7 µM]
COc1ccc(OC)c(-c2cc(C(=O)Nc3cccc(Cl)c3C)no2)c1	-4	5%	-7%	-14%	0%	-1%	18%	-23%	10%[59 µM]
CCOc1ccc(CCNC(=O)c2cccc(S(=O)(=O)N3CCCC3)c2)cc1OCC	0	6%	-11%	-8%	-6%	-19%	16%	5%	-16%
CCOc1ccc(-n2c(C)cc(C(=O)NS(=O)(=O)c3ccc(C)cc3)c2C)cc1	2	4%	-4%	-28%	3%	-6%	-4%	-6%	?
O=C(O)CSc1ccc(NC(=O)Nc2ccccc2F)cc1	-54*	-4%	22%	-5%	0%	9%	37%	?	-3%
COC(=O)C1CC(c2c(OC)cc(OC)cc2OC)=NO1 (stereo unspecified)	4	1%	-6%	-11%	2%	8%	43%[activator]	-3%	-7%[59 µM]
COc1cc(NC(=O)CSc2nncn2C)c(C)cc1[N+](=O)[O-]	36	-4%	18%	-10%	-4%	1%	26%	-11%	9%
N#Cc1c(/N=C/c2ccccc2)oc(-c2ccccc2)c1-c1ccccc1	7	-19%	-10%	-26%	nt	23%	-17%	?	?
O=S(=O)(Nc1ccc(N2CCCCC2)cc1)c1ccc(F)cc1F	0	?	-7%	?	2%	-1%	-35%	-12%	45µM*
CCCCNc1nc(N)ncc1[N+](=O)[O-]	-5	2%	-3%	-10%	-11%	3%	35%	10%	-15%
CCOc1ccc(-c2nnc(SCC(=O)NCc3ccccc3)o2)cc1	-1	-24%	?	-11%	1%	4%	55%[activator]	-16%	-33%[59 µM]
CC(OC(=O)Cn1cnc2c1c(=O)n(C)c(=O)n2C)C(=O)N(C)c1ccccc1 (stereo unspecified)	0	12%	1%	-6%	-11%	6%	3%	11%	-4%
COc1cccc(COC(=O)C2CCN(S(=O)(=O)c3ccc(C)cc3)CC2)c1OC	2	1%	-16%	-7%	1%	17%	39%[activator]	-19%	2%[0.501 µM]
O=C(OCC(=O)N1CCN(C(=O)c2ccco2)CC1)c1ccc(Cl)c(Cl)c1	3	5%	-16%	-4%	nt	6%	12%	5%	16%[12.7 µM]
Cc1ccc(CNC(=O)CCSCc2cccc(F)c2)cc1	10	-11%	-3%	13%	-7%	-9%	44%[activator]	-27%	30%
Cc1ccc(Cl)cc1N1CCN(S(=O)(=O)c2cn(C)cn2)CC1	5	-1%	23%	-14%	-6%	-1%	16%	-16%	0%
COc1ccc(-c2cc(-c3ccccc3)c(C#N)c(S(C)(=O)=O)n2)cc1	3	-1%	?	?	4%	-7%	0%	108%[activator][57.4 µM]	20%[59 µM]
CCN1c2ccccc2-c2nc3ccccc3n2C1c1cccnc1 (stereo unspecified)	-1	-6%	-8%	14%	nt	33%[activator]	33%	3%	-6%[59 µM]
COc1cccc(CN2CC(C(=O)N(C)Cc3ccnc4ccccc34)CCC2=O)c1 (stereo unspecified)	-1	-1%[57.1 µM]	-16%[56.9 µM]	-14%	-5%	4%	16%	-3%	19%
COc1cc2c(cc1NC(=O)COC(=O)C1CC(=O)N(Cc3ccco3)C1)oc1ccccc12 (stereo unspecified)	0	-4%	-27%	5%	10%	6%	32%[activator]	-17%	?
CCOC(=O)c1oc2ccccc2c1NC(=O)c1ccc(Cl)s1	-3	8%	10%	0%	13%	1%	70%[activator]	4%	16%[59 µM]
Cc1ccc(OCCOC(=O)CN2C(=O)NC3(CCCC3)C2=O)cc1	-2	-1%	-37%	-10%	4%	-7%	75%[activator]	-13%	0%[0.501 µM]
SMILES	PI4K2A inh	BAZ2B inh	RGS4 inh	JMJD2A Tudor	ERG-DNA inh	GLS inhibitor	HP1b chromo inh	12-LOX inh	G9a inh
COc1ccc(/C=N/NC(=O)c2cccc(C(=O)N/N=C/c3ccc(OC)c(OC)c3)n2)cc1OC	1	-1%	28%	-7%	-8%	-1%	?	8%	-5%
C[C@@H]1C(=O)N(c2ccccc2)[C@@H]1c1ccncc1	-2	nt	16%	1%	8%	-4%	39%[activator]	-3%	nt
COC(=O)CNC(c1ccccc1)c1cc(Br)ccc1NS(=O)(=O)c1ccc(C)cc1 (stereo unspecified)	1	1%	-21%	-12%	3%	2%	37%	2%	-12%[59 µM]
CCCCc1c(O)cc(C)[nH]c1=O	-2	0%	-1%	10%	6%	-12%	33%[57 µM]	-2%	14%
COc1cc(C2Nc3ccccc3C(=O)N2c2ccccc2)c(Br)cc1OCC(=O)O (stereo unspecified)	-2	-18%	29%	-11%	9%	22%	25%	-23%	?
Cc1cc(C)cc(NC(=O)CSc2oc(-c3cccs3)nc2S(=O)(=O)c2ccccc2)c1	-3	32%[activator]	-34%	-7%	3%	2%	48%[activator]	?	-2%[59 µM]
O=C(CCc1ccccc1)NNC(=O)CCc1ccccc1	-4	-11%	-1%	6%	-7%	0%	39%	?	13%
CCc1noc(C)c1C(=O)OCC(=O)c1ccc(OC)c(OC)c1	-4	1%	10%	-3%	-9%	10%	27%	-50%	1%[12.7 µM]
Oc1ccccc1/C=N/Nc1nn[nH]n1	5	45µM*	-22%	56µM*	11%	18%	59%[activator]	16%	40µM*
COc1ccc(/C(C)=N/NC(=O)CNC(=O)c2cccnc2)c(OC)c1	-7	-13%	4%	-8%	19%	5%	29%	37%[activator]	22%
Cc1ccc(CNC(=S)NC2CCC(C(C)(C)C)CC2)cc1 (stereo unspecified)	2	-29%	26%	-11%	4%	22%	42%[activator]	?	72%[activator]
Cc1ccc(OCCCCCN2CCOCC2)cc1	-2	-1%	-10%	-2%	4%	-17%	23%	0%	23%[59 µM]
COCCN(C(=S)Nc1ccccc1C)C(C)c1ccco1 (stereo unspecified)	-1	2%	17%[56.9 µM]	-5%	4%	-2%	-2%	2%	?
CCc1[nH]c(=O)c(C#N)c2c1CCCC2	-2	17%	29%	7%	-16%	2%	0%	-3%	-34%[2.33 µM]
COc1ccc(/C=N/NC(=O)c2ccc(CSc3nc(C)cc(C)n3)cc2)cc1O	-10	-32%	9%	-30%	11%	26%	4%	-1%	-2%
CCCc1cc(C(=O)Nc2cccnc2)no1	-4	-19%	-30%	-14%	5%	1%	47%[activator]	7%	?
C[C@H](CO)N1C[C@H](C)[C@@H](CN(C)Cc2ccncc2)Oc2c(NC(=O)C3CCCCC3)cccc2C1=O	-1	nt	14%	-20%	-12%	5%	22%	-8%	nt
COCC(=O)N1CCC(Oc2ccc(C(=O)NCc3cc(C(C)C)no3)cc2)CC1	7	-15%	-3%	4%	-24%	-9%	28%[57 µM]	9%	56%[activator]
CC1CCN(S(=O)(=O)c2ccc3[nH]cc(C(=O)NCc4ccc(F)cc4)c(=O)c3c2)CC1	-1	-1%	4%	-33%	0%	-4%	3%	-4%	-21%[59 µM]
CCOC(=O)CCCNS(=O)(=O)c1c(C)ccc2nsnc12	7	-2%	10%[11.4 µM]	1%[57.1 µM]	7%	-1%	32%	0%	7%[59 µM]
CC1=C(C)CC(C(=O)Nc2nccs2)C(C(=O)O)C1 (stereo unspecified)	-6	10%	9%	-10%	13%	0%	41%[activator]	10%	5%
COC(=O)CC1c2cc(OC)c(OC)cc2CCN1C(=O)Nc1ccc(C)cc1Cl (stereo unspecified)	-6	-15%	11%	-20%	-1%	-8%	34%	-5%	10%[59 µM]
O=C(Nc1cccc(Cl)c1)c1cc(N=Nc2ccc([N+](=O)[O-])cc2Cl)ccc1O	-10	2.8µM*	4%	4.5µM*	-6%	-2%	?	0%	2.8µM*
Cc1ccc(NC(=O)CCn2c(=O)c3cccn3c3ccccc32)c(Cl)c1	1	-19%	38%	-28%	0%	4%	26%	-24%	-26%[59 µM]
O=C(O)c1ccccc1-c1ccccc1C(=O)Nc1ccc(F)cc1	1	-10%	-20%	-4%	-10%	4%	6%	0%	-7%
CS(=O)(=O)N1CCC(C(=O)Nc2cc(Cl)ccc2Cl)CC1	2	-26%	6%	0%	-1%	0%	38%	1%	2%
Cc1ccc(OC(=O)c2oc3ccc(F)cc3c2C)c(C)c1	-2	57%[activator]	-17%	94%[activator]	nt	-6%	229%[activator]	-5%	16%[0.0925 µM]

Taken from above:
Under RGS4 inh, COC(=O)CNC(c1ccccc1)c1cc(Br)ccc1NS(=O)(=O)c1ccc(C)cc1 (stereo unspecified) has -21%
Under 12-LOX inh, COCCN(C(=S)Nc1ccccc1C)C(C)c1ccco1 (stereo unspecified) has 2%
